Assay outcomes deposited in PubChem BioAssay by several laboratories.
MEKK3 PB1 HTS: modulators (inhibitors or enhancers) of MEK5 binding to human MEKK3 PB1 domain | Q99759 | bead-based flow cytometry, Alexa488-MEK5 binding to MEKK3; actives lie on both sides; 0 = blocked by unlabeled MEK5, 100 = vehicle | binding response (% of control), % at 10 µM | actives 1.4% (n = 290,000) | AID 1529;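 active means binding response more than 3 SD above or below the average of its plate-row segment, actives on both sides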;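 further: Alexa488 bead fluorescence after subtracting the streptavidin-only scavenger bead signal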
OXTR ag: activates the human oxytocin receptor; P30559; CHO-OTR cells, Fluo-8 calcium fluorescence; normalized: DMSO 0%, oxytocin 100%; activation, % at 3 µM; actives 0.32% (n = 320,000); AID 2435;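 active means activation above the mean of all tested compounds plus 3 SD, cutoff set per screening run, cut at about 20% in these data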;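 further: peak over basal fluorescence ratio from a 100 s FLIPR kinetic read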
Target sequence (P30559 whole entry, looked up): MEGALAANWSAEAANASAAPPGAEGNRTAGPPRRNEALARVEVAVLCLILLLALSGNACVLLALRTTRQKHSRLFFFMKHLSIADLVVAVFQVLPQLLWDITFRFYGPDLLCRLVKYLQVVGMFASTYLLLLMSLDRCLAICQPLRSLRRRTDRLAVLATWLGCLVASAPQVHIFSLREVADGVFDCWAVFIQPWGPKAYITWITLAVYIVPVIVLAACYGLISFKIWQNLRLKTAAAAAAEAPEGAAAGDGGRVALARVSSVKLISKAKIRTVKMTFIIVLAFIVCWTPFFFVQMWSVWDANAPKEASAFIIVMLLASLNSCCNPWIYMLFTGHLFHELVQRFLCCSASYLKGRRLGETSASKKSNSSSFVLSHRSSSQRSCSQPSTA
PfM18AAP inh: blocks P. falciparum M18 aspartyl aminopeptidase. recombinant PfM18AAP, H-Glu-NHMec fluorogenic cleavage. inhibition, % at 7.35 µM. actives 1.2% (n = 290,000);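 active means inhibition above the campaign mean inhibition over all tested compounds plus 3 SD, cut at about 28% in these data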;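 further: 0% = plate median of test compound wells and 100% = 2 mM ZnCl2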
DNA FID counter: fluorescent intercalator displacement, NS3 helicase counter-screen; DNA fluorescent intercalator displacement, fluorescence; inhibition, % at 7.9 µM; actives 0.17% (n = 290,000); in the data active means inhibition above about 37%;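 further: 0% = vehicle and 100% = reference compound; higher means more ethidium bromide displaced from hairpin DNA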
NALP1 inh: NALP1 inhibition; AID 2071; S. cerevisiae NALP1/ASC/caspase-1 growth, X-gal OD620, 72 h; actives 0.61% (n = 280,000); inhibition, % at 10 µM; in the data active means inhibition mostly above about 24%, no sharp cut-off; inactive means mostly below about 32%; further: some compounds called inactive have numbers as strong as hits
MEKK2wt PB1 HTS: raises or lowers MEK5 binding to wildtype human MEKK2 PB1 domain | AID 1531 | actives 1.1% (n = 290,000) | binding response (% of control), % at 10 µM | Q9Y2U5 | bead flow cytometry, Alexa488-MEK5 binding to MEKK2 WT; actives lie on both sides; in the data active means binding response below about 67% or above about 130%
GPR7 antagonist: human neuropeptides B/W receptor 1 antagonism; inhibition, % at 4.4 µM; AID 1861; GPR7-expressing cells, fluorescence antagonist assay; actives 1.1% (n = 290,000); P48145; in the data active means inhibition above about 16%, passing the limit was not always enough;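 further: cells stimulated with the agonist NPW; 0% = agonist with vehicle and 100% = vehicle without agonist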
PHOSPHO1 inh: blocks human PHOSPHO1 phosphatase activity; Q8TCT1; recombinant PHOSPHO1, absorbance phosphatase assay; inhibition, % at 13.3 µM; actives 1.1% (n = 290,000); AID 1565; in the data active means inhibition above about 60%
Target sequence (Q8TCT1 whole entry, looked up): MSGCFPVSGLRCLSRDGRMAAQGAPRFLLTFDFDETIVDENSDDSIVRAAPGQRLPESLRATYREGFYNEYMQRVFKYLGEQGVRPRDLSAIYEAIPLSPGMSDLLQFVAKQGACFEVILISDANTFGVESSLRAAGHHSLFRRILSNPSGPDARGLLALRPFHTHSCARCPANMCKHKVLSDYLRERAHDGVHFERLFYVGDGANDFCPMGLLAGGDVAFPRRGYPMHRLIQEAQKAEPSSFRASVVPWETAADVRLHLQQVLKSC
MEKK2 mut-MEK5: signal of MEK5 binding to mutant human MEKK2 PB1 domain; bead flow cytometry, Alexa488-MEK5 binding to MEKK2 mutant; percent response, % at 10 µM; actives 0.35% (n = 290,000); in the data active means percent response above about 24%, passing the limit was not always enough; further: inactives centre near 1; some results filed as inactive read as strong as hits; reference of the scale not given here
* hit, by the source's call; x = no result given; & = joins results of further samples; [ ] = dose if it differs, or a comment. No enrichment for hits; 6.2% or so of the library scored in one or more.

smiles,MEKK3 PB1 HTS,OXTR ag,PfM18AAP inh,DNA FID counter,NALP1 inh,MEKK2wt PB1 HTS,GPR7 antagonist,PHOSPHO1 inh,MEKK2 mut-MEK5
COC(=O)c1sccc1-n1cccc1C(=O)C(=O)N1CCCCC1,103,0.5,-1,-1,-2,102,-7,15,3
O=C(c1ccc(Cl)c(S(=O)(=O)N2CCOCC2)c1)N1CCN(c2ccccc2F)CC1,105,-0.3,0,-43,6,109,-11,23,7
C/C(=N\NC(=O)C1COc2ccccc2O1)c1ccc(N2CCOCC2)cc1 (stereo unspecified),81,-0.9,0,-8,3,76,13,27,-10
Cc1cccc(N(CC(=O)NC(C)(C)C)C(=O)CNC(=O)c2cccs2)c1C,88,-0.8,3,-9,x,92,-8,37,-27
c1cnc(Oc2ccc3oc4ccccc4c3c2)nc1,97,-0.5,0,-4,42,102,7,0,1
Cc1ccc(S(=O)(=O)Cc2ccc(C(=O)NC3CCCC3)o2)cc1,100,0.0,3,-12,7,104,-11,34,-1
COc1ccc(NC2c3ccccc3C(=O)N2c2cccnc2)cc1 (stereo unspecified),110,0.0,4,-3,15,104,-11,4,8
Cc1cc(Br)cc2cn[nH]c12,79,0.4,-3,-2,13,40*,-2,-7,-28
Cc1ccc2oc(=O)n(Cc3ccc(F)cc3)c2c1,111,-1.2,1,-10,1,116,-11,x,13
COc1ccc(N2CC(=O)N(c3ccc(OC)c(OC)c3)CC2=O)cc1OC,100,0.7,-1,-6,-7,99,-7,8,1
CC1CC1C(=O)OCc1cc(=O)n2cc(Br)ccc2n1 (stereo unspecified),105,-1.0,0,-2,2,106,-5,-12,5
Fc1c(F)c(F)c(N/N=C/c2c[nH]c3ccccc23)c(F)c1F,101,2.3,-10,3,11,121,-4,-6,9
COc1ncccc1C(=O)NC1CCCc2c1cnn2-c1ccc(C)c(C)c1 (stereo unspecified),101,-3.0,-1,-54,12,104,-15,41,1
COc1ccc(CCN2CCCn3c2nc2c3c(=O)n(Cc3ccccc3F)c(=O)n2C)cc1OC,105,-0.3,2,-14,15,101,-11,-4,-2
COCC(=O)N1CCC(Oc2ccc(C(=O)N3C[C@@H]4CCC[C@H]3C4)cc2)CC1,101,x,-3,-18,4,100,-7,22,-1
COc1ccc(C(=O)NC(=S)N2CCCCC2c2cccnc2)cc1OC (stereo unspecified),98,0.5,5,-21,2,104,-3,-80,3
COC(=O)C(CCCCNC(=O)OCc1ccccc1)NC(=O)CN (stereo unspecified),105,-0.1,-11,8,13,106,-15,-6,4
COCCNC(=O)c1ccc(CS(=O)(=O)c2ccccc2OC)o1,107,0.0,-7,-4,20,106,4,19,2
COC(=O)c1ccc(N2C(=O)C3C4C=CC(CC4)C3C2=O)cc1 (stereo unspecified),105,0.1,-5,-5,17,106,8,13,0
O=C(CSc1nc2c(cnn2-c2ccc(F)cc2)c(=O)[nH]1)N1CCCc2ccccc21,104,-2.1,9,-6,-24,99,-5,9,7
O=C(CN1CCN(Cc2cccc(F)c2)CC1)Nc1ccccc1F,106,0.0,-6,-11,6,103,-13,31,3
Cc1ccc(OCCSc2nc(N)cc(N)n2)cc1,88,7.2,-9,-2,20,88,5,4,-8
CCN(C(=O)c1cccc(NC(=O)c2ccccc2)c1)C1CCCCC1,102,-1.2,1,-36,17,100,-12,16,1
CCOC(=O)c1cc(C(=O)NC(C)c2ccccc2)c(C)[nH]c1=O (stereo unspecified),98,-0.4,-4,3,0,94,3,5,-6
NCCCC[C@@H]1NC(=O)c2cc([N+](=O)[O-])cc(I)c2SC[C@@H](C(N)=O)NC(=O)[C@H](CCC(N)=O)NC1=O,94,-0.1,4,4,15,95,-9,8,-4
COc1ccc2c(c1)c(C(=O)CN1CCN(c3ccccc3)CC1)c(C)n2C,105,-2.1,9,5,-1,107,9,49,6
Cc1nn(-c2ccc(F)cc2)c(N)c1C1(O)C(=O)Nc2ccccc21 (stereo unspecified),97,-0.2,5,1,-12,98,-7,12,-5
COCCCN1C(=O)C(=O)/C(=C(/O)c2ccc(S(=O)(=O)N3CCOCC3)cc2)C1c1ccc(OC)cc1 (stereo unspecified),102,-0.4,-6,-51,15,102,-11,24,2
Cc1nn(-c2ccccc2)c(N)c1C(O)(CC(=O)C(F)(F)F)C(F)(F)F (stereo unspecified),91,0.8,-3,-2,1,94,3,-2,-1
CCOC(=O)c1csc(NC(=O)c2ccc(OC)c(OC)c2)n1,104,0.4,8,-7,13,102,-18,15,4

Profiles from above. Order of screens: MEKK3 PB1 HTS | OXTR ag | PfM18AAP inh | DNA FID counter | NALP1 inh | MEKK2wt PB1 HTS | GPR7 antagonist | PHOSPHO1 inh | MEKK2 mut-MEK5
`CCOC(=O)c1csc(NC(=O)c2ccc(OC)c(OC)c2)n1` is listed as 104 | 0.4 | 8 | -7 | 13 | 102 | -18 | 15 | 4
`COCCCN1C(=O)C(=O)/C(=C(/O)c2ccc(S(=O)(=O)N3CCOCC3)cc2)C1c1ccc(OC)cc1` (stereo unspecified) is listed as 102 | -0.4 | -6 | -51 | 15 | 102 | -11 | 24 | 2

Going on with the list.
smiles,MEKK3 PB1 HTS,OXTR ag,PfM18AAP inh,DNA FID counter,NALP1 inh,MEKK2wt PB1 HTS,GPR7 antagonist,PHOSPHO1 inh,MEKK2 mut-MEK5
O=C(N/N=C/c1ccccn1)c1ccc(Br)cc1,103,-0.4,-2,-1,4,124,1,7,24
O=C(c1ccc2nc[nH]c2c1)N1CCN(c2cccc(Cl)c2)CC1,105,x,-10,-26,9,105,-10,10,4
CN(Cc1ccc(Cl)cc1Cl)C(=O)c1cc(=O)c2ccccc2o1,103,2.1,-2,-39,14,102,17,28,1
OCCC1CN(Cc2cccc(F)c2F)CCN1CCc1ccccc1 (stereo unspecified),108,0.3,-7,1,25,107,-11,-2,3
CC(=O)Nc1ccc(NC(=O)CSc2nc3[nH]ncc3c(=O)n2-c2ccccc2)cc1,98,0.2,49*,-17,-5,103,-10,38,4
C#C[C@]1(O)CC[C@H]2[C@@H]3CCC4=CC(=O)CC[C@@H]4[C@H]3CC[C@@]21C,101,-0.6,x,x,x,104,x,x,1
Cc1cc(-c2nnc(CCC(=O)NC(c3ccccc3)c3ccccc3)o2)no1,91,-2.5,-4,-7,3,94,3,5,-6
CCC(C(=O)NC(C)c1ccccc1)C(=O)NC(C)c1ccccc1 (stereo unspecified),105,-0.5,-5,-23,14,100,-9,20,2
CCNC(=S)N/N=C1\C(=O)c2cccc3cccc1c23,108,0.2,4,3,29,113,2,24,8
CC(NCCC1(Cc2ccccc2Cl)CCOC(C)(C)C1)c1cccs1 (stereo unspecified),95,2.1,12,34,0,92,28*,4,-3
O=C(COC(=O)CCSc1ccc(Cl)cc1)Nc1ccc(F)cc1,92,0.1,-4,-3,39,97,1,-13,-2
CCCOc1ccc(C2=CSC3=NCCN23)cc1[N+](=O)[O-],104,-0.1,1,0,23,107,-4,28,3
C=CCC(NCc1ccco1)c1ccc(OC)cc1OC (stereo unspecified),92,0.4,-4,1,-3,93,19,-40,-6
CCN(CC(=O)N1CCC(C(N)=O)CC1)S(=O)(=O)c1ccc(Cl)cc1,108,0.4,-16,0,19,106,-5,3,5
O=C(CCS(=O)(=O)c1cccc2nonc12)Nc1cccc2c1CCCC2,101,-1.5,-1,-6,2,96,2,3,1

Some entries already given with just NALP1 inh and DNA FID counter:
molecule | NALP1 inh | DNA FID counter
O=C(c1ccc2nc[nH]c2c1)N1CCN(c2cccc(Cl)c2)CC1 | 9 | -26
CN(Cc1ccc(Cl)cc1Cl)C(=O)c1cc(=O)c2ccccc2o1 | 14 | -39
OCCC1CN(Cc2cccc(F)c2F)CCN1CCc1ccccc1 (stereo unspecified) | 25 | 1
CC(=O)Nc1ccc(NC(=O)CSc2nc3[nH]ncc3c(=O)n2-c2ccccc2)cc1 | -5 | -17

The listing continues:
smiles,MEKK3 PB1 HTS,OXTR ag,PfM18AAP inh,DNA FID counter,NALP1 inh,MEKK2wt PB1 HTS,GPR7 antagonist,PHOSPHO1 inh,MEKK2 mut-MEK5
CC(=O)c1ccc(OCC(=O)Nc2ccc3c(c2)CCC3)cc1,x,-0.6,5,-18,1,x,-2,-13,x
COc1ccc(CNC(=O)COc2ccc(OC)cc2)cc1,104,-0.5,8,-21,-4,106,-4,23,7
Cc1ccc(C(C)C)c(OCCCN(C)Cc2ccccc2)c1,102,-1.5,-10,21,36,112,-7,26,4
CCCn1c(SCC(=O)NC(=O)NC(C)(C)C)n[nH]c1=O,106,-0.3,0,-9,-2,102,-11,16,-3
CCOc1ccc(/C=C/C(O)=C2/C(=O)N(C)C3(C)CC2c2ccccc2O3)cc1OC (stereo unspecified),99,-1.1,2,-12,16,91,-12,4,-9
N=C(N)SCc1nc2ccccc2c(=O)n1-c1ccccc1,100&107,-0.1&-0.5,6&6,-7&-3,7&2,111&104,-11&-5,2&-15,14&0
CNC(=O)C(C)N1c2cccc3cccc(c23)S1(=O)=O (stereo unspecified),106,x,-2,-5,13,107,-15,x,5
Cc1ccccc1N1CCN(C2CCCN(C(=O)CCC3(C)CC3)C2)CC1 (stereo unspecified),105,-1.2,1,-14,-69,104,2,23,4
C=CCn1c(-c2cccc([N+](=O)[O-])c2)n[nH]c1=S,102,-0.3,24,-7,4,89,-5,0,-11
O=[N+]([O-])c1cccc(-c2ccc(/C=N/NC(=S)Nc3cccc(F)c3)o2)c1,95,-1.5,6,-3,x,90,-9,12,-4
N=C1C=CC=C2C1=NC1(CCCCC1)N2O,2.0*[inhibitor],-1.0,6,-10,34,2.0*[inhibitor],-10,36,-21
S=C(NCCc1ccc(Cl)cc1)NC1CC1,100,-1.8,2,-1,0,101,-5,32,-1
CCCc1nnc(NC(=O)CSc2nc3ccccc3[nH]2)s1,104,0.9,-6,-4,9,99,-2,-14,-4
CC1CCC(C(C)C)C(OC(=O)COC(=O)c2cc(O)ccc2N)C1 (stereo unspecified),99,-2.1,13,-15,24,94,-16,0,0
Cn1c(NC(=O)c2ccccc2)cc(=O)n(C)c1=O,104,-0.7,3,-3,11,107,-12,4,16
